Screening data as filed in PubChem.
ATXN2 expr inh: Primary qHTS for Inhibitors of ATXN expression; 0.72% of 360,000 active; HEK-293 ATXN2-luciferase reporter, luminescence, 24 h; AID 1745845, 2022; Potency, µM (series often up to 57 µM), for inactives: top-dose activity change, negative = inhibition, actives largely listed as inhibitors; also: % is scaled to controls: 0 for no effect and ±100 for the full control effect; nearly all actives have a fitted effect of over 55% in size
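ATXN2-luciferase reporter cells (luciferase flanked by upstream and downstream ATXN2 gene portions) were treated 24 h at 37 °C with compounds at up to 57 uM. SteadyGlo luminescence gave expression; GF-AFC fluorescence gave viability.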
TGFb SMAD3 inh: qHTS for Inhibitors of TGF-b | HepG2 CAGA-GFP TGF-b/SMAD3 reporter, GFP fluorescence, 18 h; TGF-beta stimulated, 500 pg/mL final | Potency, µM (top dose mostly 46.1 µM), without a hit: at the top dose activity, negative = inhibition, usual class: inhibitors | 1.2% of 410,000 active | AID 588855, 2011; also: % is scaled to controls: 0 for no effect and ±100 for the full control effect; nearly all actives have a fitted effect of over 65% in size
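GFP signal (ex488/em500-530) from TGF-beta-stimulated HEPG2 CAGA-GFP cells, 500 pg/mL final, 18 h at 37 degrees C in DMEM plus 1% FBS, normalized to unstimulated and DMSO-stimulated controls.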
HepG2 viability: qHTS for Inhibitors of TGF-b: Cytotox Counterscreen; HepG2 CAGA-GFP viability, ATP luminescence, 18 h; Potency, µM (highest dose often 46.1 µM), without a hit: at the highest dose activity change, negative = cytotoxicity, actives largely listed as cytotoxic; 0.76% of 410,000 active; AID 588856, 2011; also: some results filed as inactive show a strong effect at the top dose
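CellTiter-Glo luminescence gave cytotoxicity after 18 hours at 37 degrees C. The cells were HepG2 CAGA-GFP in 1% FBS DMEM, stimulated with 500 pg/mL TGF-beta after compound addition. %Activity was normalised to no-cell wells (complete cell-killing) and DMSO (no toxicity), and curves were fitted and classified.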
A549 viability: Nrf2 qHTS screen for inhibitors: counterscreen for cytotoxicity. Potency, µM (top dose mostly 46 µM), for the others: top-dose activity change, negative = cytotoxicity, actives largely listed as inhibitors. 0.16% of 390,000 active. A549 ARE-Fluc cells, CellTiter-Fluor viability, 18-24 h. AID 504648, 2011; also: % is scaled to controls: 0 for no effect and ±100 for the full control effect
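Cytotoxicity counterscreen: CellTiter-Fluor fluorescence was measured in A549 ARE_Fluc cells after 18-24 h of compound exposure in a concentration series. The subsequent BugLite luminescent read reports ARE-luciferase activity.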
ATXN viability: Viability Counterscreen for Primary qHTS for Inhibitors of ATXN expression. S2 cells (HEK-293 line with an ATXN2-luciferase reporter) viability, CellTiter-Fluor protease fluorescence, 24 h. Potency, µM (titrated, usually from 56.7 µM), actives largely listed as cytotoxic. 0.49% of 400,000 active. AID 651635, 2014; also: nearly all actives have a fitted effect of over 40% in size
MCF10A rerep: A quantitative high throughput screen for small molecules that induce DNA re-replication in MCF 10a normal breast cells. MCF 10A DNA re-replication, Hoechst nuclear intensity, 48 h. Potency, µM (highest dose often 46.1 µM), inactives show top-dose activity, positive = re-replication, actives largely listed as activators. 2.9% of 350,000 active; also: % of control where 0% means no effect; nearly all actives have a fitted effect of over 50% in size
EPAC2 antag: qHTS for Antagonist of cAMP-regulated guanine nucleotide exchange factor 2 (EPAC2): primary screen | 0.18% of 360,000 active | EPAC2 GEF exchange of Rap1B-BODIPY-GDP, fluorescence | Rap guanine nucleotide exchange factor 4 (Homo sapiens), Q8WZA2 | Potency, µM (titrated, usually from 114 µM), without a hit: top-dose activity, negative = inhibition, usual class: inhibitors | AID 720708, 2013; also: % is scaled to controls: 0 for no effect and ±100 for the full control effect; nearly all actives have a fitted effect of over 45% in size; many of its hits are not listed in these tables
Target sequence (Q8WZA2 whole entry, looked up): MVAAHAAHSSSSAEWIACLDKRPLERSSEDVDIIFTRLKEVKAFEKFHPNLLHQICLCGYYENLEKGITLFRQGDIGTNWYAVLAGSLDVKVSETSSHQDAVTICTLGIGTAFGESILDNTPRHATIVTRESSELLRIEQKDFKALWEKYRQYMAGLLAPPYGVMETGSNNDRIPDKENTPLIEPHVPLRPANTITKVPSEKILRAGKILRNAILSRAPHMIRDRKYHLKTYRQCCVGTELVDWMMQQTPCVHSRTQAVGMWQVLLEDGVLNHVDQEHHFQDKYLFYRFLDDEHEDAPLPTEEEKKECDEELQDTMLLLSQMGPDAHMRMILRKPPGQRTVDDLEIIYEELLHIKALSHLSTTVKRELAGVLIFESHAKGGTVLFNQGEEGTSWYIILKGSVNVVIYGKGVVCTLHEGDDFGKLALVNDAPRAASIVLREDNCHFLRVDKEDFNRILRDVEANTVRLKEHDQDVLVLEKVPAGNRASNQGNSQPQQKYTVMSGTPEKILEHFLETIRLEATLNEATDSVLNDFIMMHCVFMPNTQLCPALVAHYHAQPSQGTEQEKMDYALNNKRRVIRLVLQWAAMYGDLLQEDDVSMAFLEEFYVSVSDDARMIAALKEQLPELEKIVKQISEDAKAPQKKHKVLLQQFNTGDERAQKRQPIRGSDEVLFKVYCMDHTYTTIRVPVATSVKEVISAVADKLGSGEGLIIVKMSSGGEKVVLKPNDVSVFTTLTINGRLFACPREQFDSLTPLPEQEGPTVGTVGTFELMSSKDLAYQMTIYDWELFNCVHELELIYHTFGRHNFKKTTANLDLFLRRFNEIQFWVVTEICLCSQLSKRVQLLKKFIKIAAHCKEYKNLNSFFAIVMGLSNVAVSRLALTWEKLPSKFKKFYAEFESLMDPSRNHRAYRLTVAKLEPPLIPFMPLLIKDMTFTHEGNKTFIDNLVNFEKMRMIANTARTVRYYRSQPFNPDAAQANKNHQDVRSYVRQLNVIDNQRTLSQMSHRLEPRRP
Nrf2 block: Nrf2 qHTS screen for inhibitors | Potency, µM (top dose mostly 46 µM), without a hit: at the top dose activity change, negative = inhibition, actives largely listed as inhibitors | 2.1% of 360,000 active | A549 ARE-Fluc reporter, luciferase luminescence, 18-24 h | AID 504444, 2011; also: % is scaled to controls: 0 for no effect and ±100 for the full control effect; nearly all actives have a fitted effect of over 60% in size
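In this cell-based qHTS, ARE-driven firefly luciferase in A549 cells reports Nrf2 activity; the luminescent signal after BugLite lysis is the measured value, with a prior CellTiter-Fluor read for cell health.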
Nrf2 ARE act: qHTS of Nrf2 Activators; AREc32 ARE-luciferase reporter (MCF7-derived line), luminescence, 24 h; AID 624171, 2012; Potency, µM (series often up to 46.1 µM), for the others: at the highest dose activation, usual class: activators; 0.31% of 410,000 active; also: % of control where 0% means no effect; nearly all actives have a fitted effect of over 65% in size
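Cells of the AREc32 ARE-luciferase line are plated in OPTI-MEM containing 5% FBS and left overnight at 37 deg C. Compounds are pinned in, incubation continues 24 hr, and firefly luciferase signal is then measured.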
Numbers without * were called inactive; i = inactive; ? = inconclusive; . = no result given; & = joins results of further samples; [ ] = another dose, or the depositor's remark. Calls follow the shape of the dose curve; as a rule, active = well fitted curve in the direction sought with a large enough effect; inconclusive = small, poorly fitted or top-dose-only effect, or another doubt; inactive = no such curve, though single readings can be large; an effect the other way counts as inactive or inconclusive. Potency is read from the fitted curve at half-maximal effect. Only part of the results is shown (hit frequency here may not be typical).

SMILES	ATXN2 expr inh	TGFb SMAD3 inh	HepG2 viability	A549 viability	ATXN viability	MCF10A rerep	EPAC2 antag	Nrf2 block	Nrf2 ARE act
Cc1cccc(CS(=O)(=O)c2ncc(Cl)c(C(=O)Nc3ccc(F)cc3)n2)c1	?	6.31µM*	10µM*	-14.9%	31.6µM*	28.2%	3.3%	-29.5%	?
Cc1ccc(NC(=O)Cn2c(C)cc(C)c(C#N)c2=O)cc1	.	?	-2.1%	2.8%	.	.	.	.	1.2%
COc1ccc(OC)c(C2C(C(=O)c3ccc(C)o3)=C(O)C(=O)N2CCCN2CCOCC2)c1 (stereo not drawn)	0.6%	0.2%	6.9%	-0.4%	i	2.0%	3.3%	?	0.2%
CCOC(=O)C1=C(C)NC(SCC(N)=O)=C(C#N)C1c1ccccc1 (stereo not drawn)	1.7%	-0.1%	-3.1%	12.2%	i	12.5%	-5.0%	-17.0%	-0.1%
Cc1ccc(Cl)cc1Nc1nn2c(=O)c3ccc(C(=O)NCc4cccs4)cc3nc2s1	.	8.2%	-24.7%	-25.7%	.	.	.	.	3.0%
CC(=O)NCCNC(=O)C1Cc2c(-c3ccc(Cl)cc3)ccnc2O1 (stereo not drawn)	6.4%	-0.1%	-3.9%	.	i	.	-6.7%	.	-0.3%[9.22 µM]
Cc1cnc(Nc2nc3ccccc3o2)nc1C(=O)Nc1cccc(C(F)(F)F)c1	-29.0%	?	5.01µM*	?	i	?	-2.9%	16.4µM*	6.7%
O=C(COc1ccc(Br)cc1)NCCCNC(=O)c1cccnc1	2.2%	0.3%	10.0%	21.1%	i	7.5%	4.6%	?	-0.5%
O=C(COC(=O)C1CC1)NC(=O)c1ccccc1	-2.1%	8.7%	5.1%	-1.2%	i	-4.6%	12.0%	-10.2%	-0.3%
O=C(CCC1CCCCC1)NCCN1C2=NC[C@H](Cc3ccccc3)N2C[C@H]1Cc1ccc(O)cc1	?	?	-35.8%	15.7%	?	-9.6%	10.5%	21.0%	-3.5%
COc1ccc(C)cc1NC(=O)c1cc2c(=O)n3ccccc3nc2n1C	24.0%	15.9%	9.4%	0.5%	.	?	4.3%	?	0.5%
O=C(O)C(Cc1ccccc1)N1CCS(=O)(=O)CC1 (stereo not drawn)	-27.6%	2.8%	-9.5%	0.8%	i	18.0%	0.6%	0.9%	0.1%
CC/C(=N/Nc1cccc(Cl)c1)c1cnnc(SC)n1	-23.1%	-0.2%	26.2%	-0.6%	i	24.1%	-21.6%	1.5%	10.2%
Cc1nc(SCC(=O)c2c(N)n(C3CC3)c(=O)[nH]c2=O)[nH]c(=O)c1CCO	.	28.3%	-38.3%	11.5%	i	9.2%	22.5%	-14.5%	-0.6%
O=C(/C=C/c1cccc(Oc2ccccc2)c1)N1CCOCC1	.	-4.5%	-11.7%	7.2%	i	12.1%	-20.2%	19.3%	6.1%
CCc1cc2c(NC(Cc3ccccc3)C(=O)O)nc(C)nc2s1 (stereo not drawn)	.	1.9%	-1.2%	9.5%	i	4.2%	0.5%	-24.4%	-1.4%
COc1ccc(C(=O)N(C(C)C)C(C)C)c(OC)c1	-5.0%	-3.5%	-2.9%	-10.7%	i	-4.3%	2.4%	6.2%	0.2%
COC(=O)c1c(NC(=O)C(=O)NCC2CCCO2)sc2c1CC(C)(C)OC2 (stereo not drawn)	-18.6%	3.3%	-5.8%	2.4%	i	9.0%	?	-4.9%	0.1%
Cc1ccccc1CNC(=O)Cc1ccc(NC(=O)N2CCCCc3ccccc32)cc1	-17.4%	-1.1%	-7.2%	7.8%	?	.	.	-17.6%	3.6%
O=C(NC(=S)Nc1cccc([N+](=O)[O-])c1)c1ccccc1	.	?	-18.3%	14.0%	i	1.6%	-0.3%	?	?
O=C(CNCCCO)Nc1cc(C(F)(F)F)cc(NC(=O)CNCCCO)c1Cl	-0.6%	16.5%	-17.7%	-0.4%	i	-3.9%	9.1%	-2.2%	-0.9%
CC(C)C(=O)NC(NC(=O)C(C)C)c1ccc([N+](=O)[O-])cc1	-8.9%	-2.4%	-5.0%	-0.8%	i	3.6%	-2.6%	3.9%	0.0%
COc1ccc(Cl)cc1NC(=O)C(C)Sc1nncn1C (stereo not drawn)	4.1%	13.1%	12.9%	3.1%	i	0.1%	14.4%	.	0.7%
CC1(C)CC(=O)C=C(c2ccc(F)cc2OCc2ccccc2)C1	-24.3%	?	-4.5%	-0.2%	i	4.8%	?	2.1%	5.7%
O=C(COc1ccc(F)cc1)Nc1cc(Cl)ccc1-n1cncn1	9.1%	8.2%	-13.4%	-0.2%	i	4.7%	-5.4%	15.0%	5.3%
CC(=O)NC1(c2cccc(F)c2)CCN(C(=O)Nc2ccc(C#N)cc2)CC1	15.8%	0.2%	5.6%	-2.3%	i	12.6%	2.7%	1.8%	0.5%
Cc1cc(C(=O)Nc2cc(C(F)(F)F)ccc2N2CCOCC2)no1	-3.9%	0.0%	9.9%	7.2%	i	-0.1%	5.9%	-2.9%	-0.1%
COC(=O)c1ccc(NCC(=O)c2ccccc2)cc1	30.9%	-12.4%	-17.8%	-1.5%	i	-1.5%	-1.4%	?	3.0%
CCCCn1c(N)c(N(CCOC)C(=O)c2cccc(S(=O)(=O)N(CC)c3ccccc3)c2)c(=O)[nH]c1=O	6.5%	0.0%	5.5%	-1.3%	i	-2.2%	9.2%	-10.6%	-0.1%
COCCN1C(=O)c2oc3cc(C)c(C)cc3c(=O)c2C1c1ccc(O)cc1 (stereo not drawn)	0.4%	-3.0%	-2.0%	-1.7%	?	-1.0%	7.4%	-8.0%	0.0%
CC(=O)NC(c1ccccc1)c1nc(-c2cncnc2)cs1 (stereo not drawn)	1.8%	5.1%	8.6%	.	i	.	4.6%	.	-1.2%
Cc1sc2nc(CSCC(=O)NC3CCCCC3)[nH]c(=O)c2c1C	-6.1%	0.0%	-19.1%	-1.4%	i	11.9%	-4.6%	-22.4%	-0.7%
COc1ccc2nc(N(Cc3cccnc3)C(C)=O)sc2c1	.	-14.5%	-5.5%	1.4%	.	.	.	.	0.9%
CC1=CC(=O)C=CC1=Nc1ccc(N(C)C)cc1	?	25.1µM*	-90.5%	.	?	.	-11.9%	.	-4.9%
COc1ccc(Cl)cc1NC(=O)CSc1nc2sccc2c(=O)[nH]1	-37.9%	-10.8%	-14.9%	-1.6%	i	20.6µM*	-11.0%	-8.5%	3.0%
CCN(CC(=O)Nc1c(F)cccc1F)C(=O)CCCSc1nc2ccccc2[nH]1	.	3.6%	-19.9%	.	i	.	-2.8%	.	-0.9%
CS(=O)(=O)N1CCc2cc(-c3csc(NCC4CCCO4)n3)ccc21 (stereo not drawn)	28.5%	5.1%	-6.6%	11.4%	i	25.3%	20.8%	?	7.8%
Cc1cc2nn(-c3ccc(F)cc3)nc2cc1NC(=O)c1cc(Cl)ccc1Cl	55.4%[activator]	10.4%	-11.6%	2.5%	i	.	.	25.8%	5.3%
Cc1ccc(NC(=O)NC2CCCCC2)cc1Cl	34.7%[activator]	-1.2%	-16.7%	-0.6%	i	0.9%	2.8%	?	0.3%
COc1ccc(OC)c(NC(=O)C2CCN(S(=O)(=O)c3ccc4c(c3)OCCO4)CC2)c1	0.4%	2.8%	21.9%	-7.2%	?	3.6%	4.7%	?	0.2%
O=C(c1ccco1)N1CCN(Cc2cc(=O)c(OCc3ccc([N+](=O)[O-])cc3)co2)CC1	0.2%	7.2%	-1.3%	-2.4%	i	-7.2%	6.3%	?	0.1%
CCCCCn1c(CNC(=O)c2ccccc2)nc2ccccc21	-1.4%	?	-28.2%	0.8%	?	.	.	5.2%[9.27 µM]	-0.8%
Cc1ccc(NC(=O)CCNS(=O)(=O)c2ccc3c(c2)c(=O)n(C)c(=O)n3C)cc1C	-32.2%	0.6%	-25.1%	-0.5%	i	-2.2%	1.6%	-7.1%	1.1%
CCOC(=O)/C(C#N)=C1/C=CN(C)C=N1	14.6%	0.4%	-9.9%	.	i	-4.0%	7.6%	2.7%	0.4%
CC(COc1cccc2ccccc12)CN1CCN(C)CC1 (stereo not drawn)	?	-1.5%	-40.8%	11.2%	i	?	8.6%	8.8%	7.2%
O=C(NCc1ccccc1Cl)C1CCCN1C(=O)NC1CCCCC1 (stereo not drawn)	-9.2%	2.9%	3.2%	3.2%	i	6.4%	9.9%	3.1%	0.5%
CCOc1cnc(-c2ccc(Cl)cc2)o1	43.1%[activator]	8.5%	6.5%	-1.8%	i	1.6%	7.2%	.	2.7%
O=C(CCNS(=O)(=O)c1cccc2nsnc12)NCc1ccccc1	4.1%&4.3%	-4.0%&20.8%	10.9%&-1.9%	-0.8%&2.1%	i	-13.0%	4.8%	4.6%	0.5%&0.5%
CCCSCCCNC(=O)CN1C(=O)CCn2nc(-c3cn(C)c4ccccc34)cc21	-23.7%	-23.2%	-28.2%	12.1%	i	.	.	.	0.7%
O=[N+]([O-])c1ccc(OCCO)c(P(=O)(c2ccccc2)c2ccccc2)c1	3.8%	0.0%	-47.9%	1.0%	i	-4.0%	2.5%	26.5%	5.3%
COC(=O)CSc1nc(N)c(C#N)c(-c2ccco2)c1C#N	4.3%	?	0.5%	-7.2%	i	-0.9%	3.0%	.	14.1µM*
C=C(C)c1nc(Oc2ccccc2)nc(Oc2ccccc2)n1	?	11.2µM*	-93.3%	2.1%	.	4.11µM*	-8.3%	9.4%	?

Arranged by count of non-hydrogen atoms (high to low): some entries from above
SMILES	ATXN2 expr inh	TGFb SMAD3 inh	HepG2 viability	A549 viability	ATXN viability	MCF10A rerep	EPAC2 antag	Nrf2 block	Nrf2 ARE act
O=C(c1ccco1)N1CCN(Cc2cc(=O)c(OCc3ccc([N+](=O)[O-])cc3)co2)CC1	0.2%	7.2%	-1.3%	-2.4%	i	-7.2%	6.3%	?	0.1%
CCCSCCCNC(=O)CN1C(=O)CCn2nc(-c3cn(C)c4ccccc34)cc21	-23.7%	-23.2%	-28.2%	12.1%	i	.	.	.	0.7%
CCCCCn1c(CNC(=O)c2ccccc2)nc2ccccc21	-1.4%	?	-28.2%	0.8%	?	.	.	5.2%[9.27 µM]	-0.8%
